# TEAD-YAP inh = TEAD-YAP interaction inhibition; hit rate 1.4% among 640,000; inhibition, % at 9.12 µM; HEK-TIYL cells, TEAD-Gal4/YAP UAS-luciferase luminescence; in the data active means inhibition above about 32%;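 further: 0% = median of test compound wells and 100% = reference inhibitor wells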
# MITF primary = blocks human microphthalmia-associated transcription factor. O75030. AlphaScreen MITF homodimerization, bead proximity signal. inhibition, % at 2.6 µM. hit rate 0.91% among 650,000. AID 1259374; in the data active means inhibition above about 50%;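 further: 0% = vehicle wells with protein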
# FBW7 activator = human FBW7 E3 ligase activation, primary screen; hit rate 0.13% among 650,000; AlphaScreen FBW7–phospho-cyclin E peptide binding, activator screen; AID 1259310; normalized activity (activation), % at 26.1 µM; in the data active means normalized activity above about 1.9%;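 further: purified mutant Fbw7 with reduced substrate affinity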
# Target sequence (Q969H0 whole entry, looked up): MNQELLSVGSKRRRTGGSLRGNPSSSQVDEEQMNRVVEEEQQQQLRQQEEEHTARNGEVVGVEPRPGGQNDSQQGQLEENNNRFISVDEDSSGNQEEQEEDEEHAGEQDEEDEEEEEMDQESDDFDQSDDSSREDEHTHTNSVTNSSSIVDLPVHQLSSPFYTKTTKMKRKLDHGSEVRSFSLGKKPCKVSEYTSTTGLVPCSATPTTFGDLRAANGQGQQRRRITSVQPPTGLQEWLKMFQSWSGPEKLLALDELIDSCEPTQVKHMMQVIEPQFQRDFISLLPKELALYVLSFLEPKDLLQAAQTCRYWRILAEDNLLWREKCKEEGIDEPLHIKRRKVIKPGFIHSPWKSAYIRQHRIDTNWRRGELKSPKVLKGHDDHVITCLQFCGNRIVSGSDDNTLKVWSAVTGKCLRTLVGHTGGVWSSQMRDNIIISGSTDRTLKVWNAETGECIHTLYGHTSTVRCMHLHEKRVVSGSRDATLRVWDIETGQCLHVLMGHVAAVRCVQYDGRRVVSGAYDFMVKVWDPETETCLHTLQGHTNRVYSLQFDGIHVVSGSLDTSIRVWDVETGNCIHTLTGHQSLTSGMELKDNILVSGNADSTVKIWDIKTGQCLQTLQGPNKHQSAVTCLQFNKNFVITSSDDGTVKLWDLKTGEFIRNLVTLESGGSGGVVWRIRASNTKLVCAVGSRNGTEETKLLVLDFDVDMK
# GPR151 activ = activates the human receptor GPR151. Q8TDV0. PathHunter beta-arrestin GPR151 cells, luminescence. activation, % at 11.2 µM. hit rate 1% among 650,000. AID 1508602; in the data active means activation above about 4.9%;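 further: 0% = median of compound wells and 100% = cells with positive control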
# * = called active by the depositor. Rows were taken by chance (roughly 3.4% active in at least one column).
no.	Compound	TEAD-YAP inh	MITF primary
1	CC(=O)Nc1ccc(-n2c(O)c(C3=c4cc(F)ccc4=NC3=O)sc2=S)cc1	-0.9	11.6
2	O=C(COC(=O)CCc1ccccc1)Nc1ccc(Cl)cc1	1.0	3.9
3	CCOC(=O)c1c(SCc2ccc(Cl)cc2)nc(=O)[nH]c1C	9.4	-1.6
4	Cc1ccc2nc(-c3ccc(Cl)cc3)cc(C(=O)N3CCOCC3)c2c1	-9.6	3.0
5	CCOc1ccc(NC(=O)c2sc3cc(C)ccc3c2Cl)cc1	-7.2	9.3
6	Cc1ccc(N2CCN(C(=O)CN3C(=O)c4ccccc4C3=O)CC2)cc1	9.8	12.8
7	Cc1cc(C(=O)N(CC2CCCO2)c2nc3ccc(F)cc3s2)no1 (stereo not drawn)	-51.1	6.1
8	Cc1csc2nc(CCNC(=O)c3ccco3)cn12	-33.2	-3.4

no.	FBW7 activator	GPR151 activ
1	0.1	-1.7
2	0.0	0.9
3	-0.2	-0.1
4	0.0	-0.4
5	0.1	0.8
6	0.1	0.4
7	0.1	-0.2
8	-0.3	-0.4

# Compounds from the list above that have a Cl atom:
no.	Compound	TEAD-YAP inh	MITF primary
2	O=C(COC(=O)CCc1ccccc1)Nc1ccc(Cl)cc1	1.0	3.9
3	CCOC(=O)c1c(SCc2ccc(Cl)cc2)nc(=O)[nH]c1C	9.4	-1.6
4	Cc1ccc2nc(-c3ccc(Cl)cc3)cc(C(=O)N3CCOCC3)c2c1	-9.6	3.0
5	CCOc1ccc(NC(=O)c2sc3cc(C)ccc3c2Cl)cc1	-7.2	9.3

no.	FBW7 activator	GPR151 activ
2	0.0	0.9
3	-0.2	-0.1
4	0.0	-0.4
5	0.1	0.8

# Next entries.
no.	Compound	TEAD-YAP inh	MITF primary
9	CCOC(=O)c1c(-c2ccc(F)cc2)csc1NC(=O)CSc1nnc2sc3ccccc3n12	-8.6	-0.8
10	COc1cc2sc(NC(=O)c3ncoc3-c3cccs3)nc2cc1Cl	11.3	-9.8
11	Cn1c(/C=C2\C(=O)N(Cc3ccccc3)c3ccccc32)nc2ccccc2c1=O	-3.5	3.9
12	COc1ccc(-c2c(C)n([O-])cc(-c3ccccc3)[n+]2=O)cc1	-14.2	-4.1
13	Nc1nnc(-c2c(F)cccc2F)s1	-6.2	-3.7
14	COc1ccc(C(=O)NCCn2cc(SC(=N)N)c3ccccc32)cc1OC	11.5	-4.1
15	CCN(c1ccc(F)cc1)S(=O)(=O)c1ccc2[nH]cc(C(=O)NCCCN3CCOCC3)c(=O)c2c1	5.8	-1.8
16	CC(=O)NC12CC3CC(C1)CC(c1cn4ccccc4n1)(C3)C2	-1.8	-10.1

no.	FBW7 activator	GPR151 activ
9	0.0	-0.6
10	0.1	-1.3
11	-0.1	1.1
12	-0.1	0.4
13	-0.2	0.4
14	-0.2	3.8
15	0.0	2.2
16	0.1	1.0

# Six compounds from above, ordered by number of heavy atoms, smallest number first.
no.	Compound	TEAD-YAP inh	MITF primary
13	Nc1nnc(-c2c(F)cccc2F)s1	-6.2	-3.7
8	Cc1csc2nc(CCNC(=O)c3ccco3)cn12	-33.2	-3.4
16	CC(=O)NC12CC3CC(C1)CC(c1cn4ccccc4n1)(C3)C2	-1.8	-10.1
10	COc1cc2sc(NC(=O)c3ncoc3-c3cccs3)nc2cc1Cl	11.3	-9.8
14	COc1ccc(C(=O)NCCn2cc(SC(=N)N)c3ccccc32)cc1OC	11.5	-4.1
15	CCN(c1ccc(F)cc1)S(=O)(=O)c1ccc2[nH]cc(C(=O)NCCCN3CCOCC3)c(=O)c2c1	5.8	-1.8

no.	FBW7 activator	GPR151 activ
13	-0.2	0.4
8	-0.3	-0.4
16	0.1	1.0
10	0.1	-1.3
14	-0.2	3.8
15	0.0	2.2

# (further entries)
no.	Compound	TEAD-YAP inh	MITF primary
17	COc1cc(-c2nc3ccccc3c(=O)n2CC(=O)Nc2ccc(C)cc2C)cc(OC)c1OC	6.7	11.3
18	CC(=O)Nc1ccc(-c2cnc3cccc(-c4cccnc4)c3c2)cc1	0.0	16.5
19	O=S(=O)(c1cccs1)N1CCC(n2c(C3CCCO3)nc3cccnc32)CC1 (stereo not drawn)	-8.8	-7.8
20	COc1ccc(CN2CCNC(=O)C2CC(=O)NCC(F)(F)F)cc1OC (stereo not drawn)	-7.9	-13.7
21	CC1(C)Cc2cccc(OCC(=O)NCCCS(=O)(=O)N3CCN(c4ncccn4)CC3)c2O1	10.5	6.3
22	c1ccc2c(OCCCN3CCCC3)cccc2c1	4.9	16.1
23	CCOc1ccc(CN2CCNC(=O)C2CC(=O)NCc2cnn(C)c2)cc1 (stereo not drawn)	-0.7	9.9
24	COc1ccc(Br)c(C(=O)N/C(=C/c2cccc([N+](=O)[O-])c2)C(=O)Nc2ccc(Cl)c(Cl)c2)c1	0.6	10.1

no.	FBW7 activator	GPR151 activ
17	0.1	1.9
18	0.0	1.5
19	0.0	0.7
20	-0.2	0.0
21	0.2	1.8
22	0.4	0.1
23	0.0	-0.4
24	-0.2	1.2

# Other entries
no.	Compound	TEAD-YAP inh	MITF primary
25	Cc1nnc2n1NC(c1ccc(F)cc1)C(C(=O)Nc1ccccc1F)S2 (stereo not drawn)	8.8	17.6
26	Cc1cc(C)n(-c2cc(N3CCN(C(=O)Nc4ccc(F)cc4F)CC3)nc(C)n2)n1	-1.5	1.1
27	CCC(=O)Nc1sc2c(c1C(=O)Nc1ccccc1Cl)CCC(C)C2 (stereo not drawn)	3.6	3.0
28	CN1C(=O)c2ccc(-n3c(=O)c4cc5c(=O)n(-c6ccc7c(c6)C(=O)N(C)C7=O)c(=O)c5cc4c3=O)cc2C1=O	15.0	16.2
29	CCOC(=O)c1ccc(NC(=S)NC(=O)c2ccccc2[N+](=O)[O-])cc1	-15.2	8.0
30	O=C(Nc1ccc(Cl)cc1)N1CCc2ccccc21	8.0	2.2
31	CCCCSc1nnc2c(n1)OC(C1CC=C(C)CC1C)Nc1ccccc1-2 (stereo not drawn)	-9.1	13.9
32	COCCNc1nnc(SCc2csc(-c3ccc(C)cc3)n2)s1	3.3	19.7

no.	FBW7 activator	GPR151 activ
25	0.3	-0.9
26	0.1	-2.0
27	0.0	-0.6
28	1.0	-0.8
29	0.0	-0.4
30	-0.1	-7.4
31	0.0	-0.3
32	0.2	2.6

# Later entries
no.	Compound	TEAD-YAP inh	MITF primary
33	CCOC(=O)COc1ccc(C=C2C(=O)N(C)C(=S)N(C)C2=O)cc1OCC	6.2	12.6
34	Clc1ccc(-n2ncnc2-c2ccccc2)cc1	-5.5	8.9
35	Cc1ccccc1-c1nc(CN2CCC(C(=O)NCCN3CCOCC3)CC2)c(C)o1	-6.8	-6.3
36	Cc1ccc(C(=O)NCC(=O)OC(C)C(=O)Nc2ccc(N(C)C)cc2)cc1C (stereo not drawn)	-5.4	-4.8
37	C[C@@H]1NC(=O)[C@H]2CN(C(=O)Oc3cccc4ccccc34)CCN2C1=O	-2.9	-7.2
38	CCOc1ccc(C(C)=O)cc1CSc1nnc(C2CCCCC2)n1N	10.3	9.1
39	CCCCC(=O)NC(c1ccc(OC)cc1)c1ccc2cccnc2c1O (stereo not drawn)	80.3*	41.1
40	O=C(CN1CC(=O)Nc2ccccc21)Nc1cc(Cl)ccc1Oc1ccccc1	2.6	12.2

no.	FBW7 activator	GPR151 activ
33	-0.3	-1.3
34	0.0	-1.0
35	-0.1	0.4
36	-0.2	0.0
37	0.0	2.0
38	-0.5	0.0
39	-1.7	-0.3
40	-0.1	1.1

# Further compounds.
no.	Compound	TEAD-YAP inh	MITF primary
41	CCOC(=O)c1cnc2ccc(OCC)cc2c1Nc1ccc(N(C)C)cc1	-12.9	8.6
42	CCC(=O)N(Cc1cc2ccc(C)c(C)c2n2nnnc12)C1CCCC1	11.5	2.0
43	O=C(Cc1ccccc1)Oc1coc(CSc2nnc(NC(=O)C3CC3)s2)cc1=O	-3.7	20.5
44	COC(=O)c1ccc(NC(=O)/C=C/c2ccc(C)cc2)cc1	-12.1	15.2
45	CCCCc1ccc(N2CC(C(=O)Nc3cccc(C(F)(F)F)c3)CC2=O)cc1 (stereo not drawn)	2.1	7.0
46	COc1ccccc1C(=O)CC1(O)C(=O)N(Cc2ccc(Cl)cc2)c2ccccc21 (stereo not drawn)	0.5	6.6
47	CCN(CC)c1ccc(-c2n[nH]c(=S)o2)cc1	-22.0	10.8
48	Cc1ccc(-n2cc(-c3ccccc3)c3c(NC4CC(C)CC(C)(C)C4)ncnc32)cc1 (stereo not drawn)	-9.7	11.4

no.	FBW7 activator	GPR151 activ
41	-0.2	-0.8
42	0.1	0.0
43	0.0	0.2
44	0.1	-0.4
45	0.1	0.2
46	-0.1	0.1
47	0.1	-0.3
48	-0.1	1.4

# Additional entries:
no.	Compound	TEAD-YAP inh	MITF primary
49	Cc1ccc(NC(=S)N(Cc2ccccc2C)CC2CCC(C(=O)O)CC2)cc1 (stereo not drawn)	-3.2	1.3
50	C=CCOc1ccc(C2/C(=C(/O)c3ccc(F)cc3)C(=O)C(=O)N2CCN(C)C)cc1 (stereo not drawn)	8.1	-3.1
51	COc1ccc([N+](=O)[O-])cc1NC(=O)Cc1ccc(C)cc1	9.4	10.0
52	C/C(=N\NC(=S)NCc1ccccc1)c1ccc(C#N)cc1	1.2	8.1
53	CCCn1cnc2sc(C(=O)Oc3ccc(C(=O)OC)cc3)c(C)c2c1=O	7.9	-4.1
54	COc1ccc([N+](=O)[O-])cc1NC(=O)c1sc2ncnc(N3CCCCC3)c2c1C	1.8	1.1
55	CCc1ccccc1NC(=O)CSC1=C(C#N)C(c2ccco2)C(C(=O)Nc2ccccc2)=C(C)N1 (stereo not drawn)	5.5	-1.3
56	CCCN(CCC)C1=CC(=[N+]2CCCC2)CC(C)(C)C1	68.7*	-9.6

no.	FBW7 activator	GPR151 activ
49	0.6	1.8
50	0.0	1.0
51	0.3	0.4
52	0.0	0.4
53	-0.1	-0.1
54	0.7	-0.3
55	0.1	-0.6
56	-0.1	1.5

# More structures
no.	Compound	TEAD-YAP inh	MITF primary
57	CCOc1ccc(CC(=O)NNC(=O)NC2CCCCC2)cc1	1.3	12.8
58	CCOc1ccc2nc(SCC(=O)Nc3ncccn3)sc2c1	-5.2	-9.5
59	O=C(O)CNC(=O)/C(=C/c1ccc2c(c1)OCO2)NC(=O)c1cccc(Br)c1	-2.3	-6.1
60	O=C(Nc1ccc2c(c1)OCO2)C(=O)NC1CCCC1	-58.5	6.8
61	Cc1ccc2nc(SCC(=O)Nc3ccc(N4CCOCC4)cc3)c(C#N)cc2c1	-14.0	0.4
62	Cc1ccc2nc3c(cc2c1)CN(C1CC1)C(=O)CO3	0.7	11.8
63	CSCCC(NC(N)=O)C(=O)NCC1CCCCC1 (stereo not drawn)	5.9	8.6
64	COc1ccc(Cl)cc1N(CC(=O)Nc1ccccc1F)S(C)(=O)=O	-4.2	-5.1

no.	FBW7 activator	GPR151 activ
57	0.7	-0.7
58	-0.1	-1.4
59	0.1	-0.9
60	-0.4	-1.0
61	0.0	-0.2
62	0.2	0.1
63	0.5	-1.0
64	-0.1	-0.5

# Remaining list, next part.
no.	Compound	TEAD-YAP inh	MITF primary
65	CC1=CN2C(=O)C(NC(=O)COc3ccccc3)(C(F)(F)F)N=C2S1 (stereo not drawn)	6.5	3.0
66	O=C(O)c1c2c(nc3ccc(S(=O)(=O)N4CCC(C(=O)O)CC4)cc13)CCCCC2	-1.2	-12.5
67	N/C(=N\c1nc2ccccc2o1)NC(=O)Nc1ccccc1	-8.0	-1.7
68	CCN(CC)C(=O)CN1CCC(n2c(C)nc3cccnc32)CC1	3.8	12.0
69	Cc1ccc(Cc2c(C)nc3nc(SCC(=O)NC(C)(C)C)nn3c2C)cc1	-3.7	1.3
70	N#CCCS(=O)(=O)c1nnnn1-c1ccccc1	-36.1	-17.3
71	Cc1sc2ncnc(N/N=C/c3ccc(C(=O)O)cc3)c2c1C	-14.7	-9.6
72	Cc1ccccc1CC1(CO)CCCN(C(=O)CCN2CCCCO2)C1 (stereo not drawn)	-13.9	-2.0

no.	FBW7 activator	GPR151 activ
65	0.7	2.5
66	-0.1	-1.8
67	0.0	-0.1
68	0.0	0.1
69	0.0	0.3
70	0.0	-0.6
71	-0.2	-0.9
72	-0.1	1.1

# Next structures follow.
no.	Compound	TEAD-YAP inh	MITF primary
73	O=C(Nc1ccc(F)cc1)c1cn(-c2ccc(Cl)cc2)c(=O)c2ccccc12	3.9	16.8
74	O=C(CCCn1sc2ccccc2c1=O)NC1CCN(Cc2ccccc2)CC1	3.4	11.1
75	COc1ccc(-n2nc(C(=O)NCC(=O)Nc3ccc(C(C)C)cc3)c3ccccc3c2=O)c(OC)c1	1.8	-1.3
76	Cc1ccccc1OCC(=O)NNC(=O)c1ccc(Br)cc1	6.8	-3.5
77	O=C1C(=O)N(CCOCCO)C(c2ccccn2)/C1=C(\O)c1ccc(F)cc1 (stereo not drawn)	2.6	5.6
78	COC(=O)c1cc(-c2ccc(/C=C3\C(=O)N(c4ccc(Br)cc4)N=C3C)o2)ccc1Cl	-6.2	4.2
79	CCOC(=O)c1ccccc1NC(=O)COC	-1.4	-11.6
80	CCOc1ncccc1C(=O)Nc1ccc(OC)cc1	1.2	7.2

no.	FBW7 activator	GPR151 activ
73	0.6	-0.3
74	-0.2	1.3
75	0.0	0.2
76	-0.1	0.4
77	-0.1	0.5
78	-0.3	-0.9
79	-0.1	0.6
80	-0.1	1.9
